GSK3A inh – human GSK-3 alpha kinase inhibition; 0.1% of 320,000 active; inhibition, % at 10 µM; ADP-Glo luminescence, 60 min; AID 2650; P49840;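 in the data active = inhibition above about 50%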;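 also: GST-tagged GSK-3 alpha with peptide substrate and 25 µM ATP; 0% = DMSO neutral wells and 100% = GW8510 positive control wells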
PolyA inhibitor – inhibitors of polyadenylation in S. cerevisiae; S. cerevisiae SKY197-pL101 polyadenylation reporter, beta-gal luminescence; efflux-impaired pdr1/pdr3 knockout yeast; score 100 = 6 SD above DMSO; calls only at 12 µM; AID 1875; 0.02% of 300,000 active;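 active = lowest replicate activity score at least 50, where 100 means six control SD above control mean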;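 also: yeast exposed to compound for 9 h at 30 °C; higher score means more reporter readthrough which indicates perturbed polyadenylation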
KCNQ1 act – potentiators or activators of human KCNQ1 potassium channel | P51787 | CHO-K1 KCNQ1, thallium flux FluxOR fluorescence; active compounds read high | B-score at 10 µM | 0.35% of 310,000 active | AID 2648;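 active = fluorescence ratio B-score, a plate-corrected score, at least three library SD, with initial intensity B-score within 5 SD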
Target sequence (P51787 whole entry, looked up): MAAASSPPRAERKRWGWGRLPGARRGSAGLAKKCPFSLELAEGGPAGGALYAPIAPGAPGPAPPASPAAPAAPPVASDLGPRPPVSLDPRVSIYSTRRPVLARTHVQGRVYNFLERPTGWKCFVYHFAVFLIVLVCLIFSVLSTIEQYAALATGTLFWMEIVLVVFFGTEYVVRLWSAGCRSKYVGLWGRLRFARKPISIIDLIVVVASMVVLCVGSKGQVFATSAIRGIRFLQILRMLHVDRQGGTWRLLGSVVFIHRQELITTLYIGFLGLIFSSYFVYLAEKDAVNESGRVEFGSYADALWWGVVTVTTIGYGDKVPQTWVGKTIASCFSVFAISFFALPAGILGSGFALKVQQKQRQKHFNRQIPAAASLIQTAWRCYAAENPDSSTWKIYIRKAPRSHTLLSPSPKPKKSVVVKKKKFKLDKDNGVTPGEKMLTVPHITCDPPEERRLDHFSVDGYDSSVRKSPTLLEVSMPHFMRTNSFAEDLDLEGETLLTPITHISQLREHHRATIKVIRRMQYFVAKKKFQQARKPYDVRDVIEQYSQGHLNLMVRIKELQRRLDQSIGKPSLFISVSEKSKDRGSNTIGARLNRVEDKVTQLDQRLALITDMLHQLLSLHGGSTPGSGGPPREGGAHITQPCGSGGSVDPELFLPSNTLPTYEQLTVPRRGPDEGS
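Medium – assay buffer, equal DMSO in all wells · Material – CHO-K1 cell line with stable KCNQ1 potassium channel expression · Signal – kinetic FluxOR thallium fluorescence, 10-s 1-Hz baseline, 110-s post-stimulus read · Compound – single concentration per compound, DMSO matched to controls · Schedule – 37 °C overnight plating, 90-min dark dye load, 20-min compound pretreatment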
Dyrk1A ADPGlo – inhibitors of rat Dyrk1A kinase. ADP-Glo luminescence, NFATc1 peptide. 0.43% of 310,000 active. inhibition, % at 12.5 µM. Q63470; in the data active = inhibition above about 50%;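 also: plate controls were vehicle with enzyme for no effect and no enzyme for full effect; many of its hits are not listed in these tables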
KCNK3 block – human KCNK3 channel inhibition, primary screen. 0.84% of 340,000 active. O14649. B-score at 10 µM. CHO-KCNK3 thallium flux, FluxOR fluorescence; active compounds read low;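 active = B-score under library mean minus 4 SD, starting fluorescence ratio at most library mean plus 5 SD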;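 also: more negative B-score means stronger inhibition of thallium flux through KCNK3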
GSK3beta inhib – blocks human GSK3beta kinase activity; AID 2097; GST-GSK3beta kinase, ADP-Glo luminescence, 60 min; active compounds read low; 0.038% of 300,000 active; activity score (negative = inhibition), % at 10 µM;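 active = more than half of replicate wells score below -50%, meaning over 50% inhibition versus plate controls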;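 also: 0% = median DMSO wells and -100% = median GW8510 positive control wells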
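test system = GST-tagged human GSK3beta kinase, cell-free | reagent = 25 µM ATP with peptide substrate | dosing = one dose of 10 µM per compound | schedule = 60 min reaction, RT | detection = luminescent ADP-Glo measurement of ADP formed | control set = DMSO neutral wells and GW8510 at 20 µM as positive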
KCNQ1 block – human KCNQ1 channel inhibition; CHO-K1 KCNQ1, FluxOR thallium flux fluorescence; active compounds read high; B-score at 10 µM; 1.3% of 310,000 active;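 active = compounds whose thallium flux B-score, printed positive for inhibition, exceeds three library SD while starting fluorescence stays within three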;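 also: channel opened by potassium depolarization with thallium stimulus after 20 min compound exposure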
RGS4 block – human RGS4 inhibition. AID 463165. HEK293 M3R/RGS4 inducible, Fluo-4 calcium flux; active compounds read high; triggered by carbachol at its EC20. 0.45% of 310,000 active. P49798. B-score at 10 µM;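 active = B-score, a plate-corrected calcium signal, over three deviations above library mean, with baseline fluorescence within five deviations of library mean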;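 also: RGS4 expression induced by doxycycline in cells with stable M3 receptor; B-score is computed from the integrated fluorescence ratio over baseline after carbachol; higher B-score means a larger calcium signal and so more RGS4 inhibition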
Target sequence (P49798 whole entry, looked up): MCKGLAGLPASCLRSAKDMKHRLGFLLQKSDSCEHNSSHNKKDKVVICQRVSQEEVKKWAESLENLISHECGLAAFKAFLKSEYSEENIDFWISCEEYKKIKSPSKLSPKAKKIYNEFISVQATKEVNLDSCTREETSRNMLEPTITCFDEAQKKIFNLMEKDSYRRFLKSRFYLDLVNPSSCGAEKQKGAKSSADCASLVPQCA
hERG rescue – shields human hERG channel from block by proarrhythmic agents; 0.51% of 310,000 active; activation (rescue from dofetilide block), less the hit threshold, % at 10 µM; CHO-hERG, FluxOR thallium flux, dofetilide IC70 present; Q12809;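 active = activation above the mean of controls blocked by dofetilide plus 5 SD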;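 also: thallium influx through hERG after potassium depolarization seen as dye fluorescence rise; in these data hits start at about 4.7%; inactives centre near -7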
RGS4 act – potentiators or activators of RGS4 | B-score at 10 µM | AID 463111 | 0.92% of 310,000 active | HEK293 M3R/inducible RGS4, carbachol calcium flux Fluo4; active compounds read low;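 active = B-score of the integrated calcium signal more than 4 SD below the library mean, with starting fluorescence not abnormally high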;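 also: negative B-score means reduced calcium response which marks RGS4 activation or potentiation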
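Test system: HEK293 cells with stable M3R and inducible RGS4; also added: carbachol at ECmax as muscarinic agonist stimulus; schedule: dye loading 30 min 37 °C, buffer rest 30 min RT; technique: kinetic calcium fluorescence imaging with Fluo4-AM dye, 2 µM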
KCNK9 inh – inhibitors of human KCNK9 two-pore domain potassium channel; AID 488922; HEK293 KCNK9, FluxOR thallium flux fluorescence; active compounds read low; Q9NPC2; 1.2% of 310,000 active; B-score at 10 µM;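 active = ratio B-score over 3 SD below the library mean, with starting fluorescence within 5 SD of its mean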;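 also: negative B-score means less thallium flux so channel inhibition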
Active calls of the source: *; i = inactive; . = no result given. Some of the compounds tested. The share of hits here may be higher or lower than overall.

Values run as follows: KCNK9 inh	GSK3A inh	KCNK3 block	RGS4 block	hERG rescue	Dyrk1A ADPGlo	KCNQ1 act	KCNQ1 block	GSK3beta inhib	RGS4 act	PolyA inhibitor
- O=C(COc1ccccc1-c1ccccc1)NNC(=O)NC1CCCCC1
 : i	-1	i	i	-10	0	i	i	-2	i	i
- O=[N+]([O-])c1cc2c(cc1CN1CCN(c3ccc(F)cc3)CC1)OCO2
 : i	-2	i	i	-1	-4	i	i	4	i	i
- COc1ccccc1N1CCN(C(=O)C(Sc2ccccc2)c2ccccc2)CC1 (stereo not given)
 : i	0	i	i	-15	8	i	i	1	i	i
- CCOC(=O)c1ccc(NC(=O)COc2ccccc2CNCCc2ccccc2)cc1
 : -8.1*	-1	-12*	i	-25	-4	i	11*	1	i	i
- CNc1nc(N)c([N+](=O)[O-])c(NCCO)n1
 : i	36	i	i	-9	30	i	i	-11	i	i
- COc1ccc(-c2ccc(-c3nnn(CC(=O)N4CCOCC4)n3)cc2)cc1
 : i	-2	i	i	-7	2	i	i	0	i	i
- COc1ccc(/C(C)=N/NC(=O)c2sccc2-n2cccc2)cc1
 : i	-4	i	i	-10	-3	i	i	-2	i	i
- CCOC(=O)N1CCN(C(=O)CSCc2nc(-c3ccccc3C)oc2C)CC1
 : i	-3	i	i	-6	2	i	i	2	i	i
- COc1ccc(C(C)(C)C)cc1NC(=O)c1ccc2c(c1)SC1=NS(=O)(=O)CCN12
 : i	-1	i	i	-7	-7	i	i	2	i	i
- CCOC(=O)C1(Cc2ccccc2)CCN(Cc2ccc3cc(NC(C)=O)ccc3n2)CC1
 : i	-2	i	i	-14	-2	i	i	2	i	i
- CCOC(=O)Cc1csc(NC(=S)NC(=O)c2ccc(F)cc2)n1
 : i	-2	i	i	1	6	8*	i	2	i	i
- O=C(NCCN1C(=O)C2C3C=CC(C3)C2C1=O)NCc1ccccc1 (stereo not given)
 : i	.	i	i	-6	6	i	i	-2	i	i
- CCOC(=O)C(C)N1CC(=O)N(c2ccccc2)C1=O (stereo not given)
 : i	-3	i	i	-1	-2	i	i	0	i	i
- Cc1cccc(CCNC(=O)c2cccc(N3CCCC3=O)c2)c1
 : i	1	i	i	-8	-1	i	i	0	i	i
- CCS(=O)(=O)NC(C)C(c1cccs1)N1CCN(c2ccc(OC)cc2)CC1 (stereo not given)
 : i	2	i	i	-8	-2	i	i	3	i	i

Continuation.
Values run as follows: KCNK9 inh	GSK3A inh	KCNK3 block	RGS4 block	hERG rescue	Dyrk1A ADPGlo	KCNQ1 act	KCNQ1 block	GSK3beta inhib	RGS4 act	PolyA inhibitor
- CCN(CC)CCN(C(=O)Cn1nnc(-c2ccc(OC)c(OC)c2)n1)C(C(=O)NC1CCCC1)c1ccc(F)cc1 (stereo not given)
 : i	-4	i	i	-1	.	i	i	-1	i	i
- O=C(CCC1CCCN(C2C3CC4CC(C3)CC2C4)C1)NCc1ccc(F)c(F)c1 (stereo not given)
 : i	-2	i	i	-9	2	i	i	-1	-7.7*	i
- CN1C(=O)NC(c2ccccc2[N+](=O)[O-])C2=C1CC(C)(C)CC2=O (stereo not given)
 : i	1	i	i	-6	2	i	i	0	i	i
- O=C(NCCN1CCN(c2ccccc2)CC1)c1ccc(NC(=O)C2CCCO2)cc1 (stereo not given)
 : i	2	i	i	-3	1	i	i	-3	i	i
- O=C(CCl)NCCCN(C(=O)C(Cl)Cl)c1ccc([N+](=O)[O-])cc1
 : i	-2	i	i	-7	.	i	i	0	i	i
- CC(C)C(=O)NCCCc1ccccc1
 : i	-3	i	i	-4	-3	i	i	0	i	i
- C/C(=N/Nc1ccccc1[N+](=O)[O-])c1ccc(C)c([N+](=O)[O-])c1
 : i	.	i	i	-10	-3	i	i	-1	i	i
- Cc1ccc2[nH]c(=O)c(-c3nc4c(C)cccn4c3NCc3ccco3)cc2c1
 : i	-3	i	i	-6	3	i	i	-1	i	i
- CCCn1c(SCC(=O)C(C)(C)C)nc2ccccc21
 : i	4	i	i	-22	-2	i	i	0	i	i
- COc1ccccc1-c1nc(C#N)c(NCCCn2ccnc2)o1
 : i	5	i	i	-13	4	i	i	0	i	i
- CC(=O)NC(CC(=O)Nc1nc(-c2ccccc2)c(C(C)=O)s1)c1ccccc1 (stereo not given)
 : i	0	i	i	-9	4	i	i	4	i	i
- Cc1nnc2n(-c3ccccc3)c(=O)c3c4c(sc3n12)COC(C(C)C)C4 (stereo not given)
 : i	-2	i	i	-6	-6	i	i	0	i	i
- CCOc1ccccc1NC(=O)CN1CCC(NC(=O)Nc2ccccc2)CC1
 : i	2	i	i	-10	22	i	i	-1	i	i
- COc1coc(C(O)CN)cc1=O (stereo not given)
 : i	.	i	i	-9	5	i	i	-1	i	i
- O=C(CN1C(=O)COc2ccccc21)NCCCN1CCc2ccccc2C1
 : i	-2	i	i	-7	-1	i	i	1	i	i

Other records follow:
Values run as follows: KCNK9 inh	GSK3A inh	KCNK3 block	RGS4 block	hERG rescue	Dyrk1A ADPGlo	KCNQ1 act	KCNQ1 block	GSK3beta inhib	RGS4 act	PolyA inhibitor
- O=C(Nc1ccc2c(c1)OCO2)c1cccc(S(=O)(=O)N2CCOCC2)c1
 : i	2	i	i	-5	0	i	i	-1	i	i
- CC1CCCN(c2cc(N(C)CCO)c([N+](=O)[O-])c3nonc23)C1 (stereo not given)
 : i	-1	i	i	4	.	i	i	-7	i	i
- O=C(O)CCC(=O)Nc1ccc(Cc2ccc(NC(=O)CCC(=O)O)c(O)c2)cc1O
 : i	-3	i	i	-4	-1	i	i	-3	i	i
- Cn1c(=O)c2c(ncn2Cc2cc(-c3ccccc3)no2)n(C)c1=O
 : i	1	i	i	-7	1	i	i	-2	i	i
- O=C(c1ccc(N2CCN(C(=O)c3ccc(F)c(F)c3)CC2)cc1)c1cccc(F)c1
 : i	0	i	i	-13	-1	i	i	2	i	i
- Cc1ccc(OCC(=O)c2cc(C)n(CC(F)(F)F)c2C)c([N+](=O)[O-])n1
 : i	-2	i	i	-7	8	i	i	4	i	i
- C/C(=N\Nc1nc(C)cc(-c2ccccc2)n1)c1ccc(F)cc1
 : i	-1	i	i	-2	-8	i	i	2	i	i
- CCc1cccc2c(C(=O)Cn3nnc(-c4ccc(OC)c(OC)c4)n3)c[nH]c12
 : i	-3	i	i	-4	0	i	i	2	i	i
- COc1cccc(CNC(=O)Cn2cccc2)c1
 : i	-1	i	i	-9	-2	i	i	-1	i	i
- Cc1cc(C)nc(N2CCC(C(=O)O)CC2)n1
 : i	-3	i	i	-10	5	i	i	1	i	i
- CCOC(=O)N1CCC(NC(=S)Nc2ccc3nc(N4CCN(C)CC4)cc(C)c3c2)CC1
 : i	0	i	i	-11	-2	i	i	3	i	i
- CCC/C(=C1/C(=O)CC(C)(C)C(C(=O)OC)C1=O)N1CCCC1 (stereo not given)
 : i	1	i	i	-4	2	i	i	1	i	i
- COc1ccc(N(CC(=O)Nc2cc(C(=O)O)ccc2C)S(=O)(=O)c2c(C)noc2C)cc1
 : i	3	i	i	-13	2	i	i	4	i	i
- CCOC(=O)c1c(NC(=O)CSc2nnc(-c3ccco3)o2)sc(C)c1C
 : i	1	i	i	-5	-5	i	i	-3	i	i
- CC(C)N(Cc1cc2ccccc2[nH]c1=O)C(=O)c1cccnc1
 : i	-2	i	i	-1	6	i	i	1	i	i

(next part)
Values run as follows: KCNK9 inh	GSK3A inh	KCNK3 block	RGS4 block	hERG rescue	Dyrk1A ADPGlo	KCNQ1 act	KCNQ1 block	GSK3beta inhib	RGS4 act	PolyA inhibitor
- NC1=NC(=O)C(Cc2ccc(OC(F)(F)F)cc2)S1 (stereo not given)
 : i	-1	i	i	-4	7	i	i	0	i	i
- O=C(Nc1c(C(=O)NCc2ccco2)cnn1-c1ccccc1)c1ccc(F)cc1
 : i	2	i	i	-5	8	i	i	2	i	i
- NS(=O)(=O)c1ccc(NC(=O)Nc2ccc3c(c2)OCO3)cc1
 : i	1	i	i	-11	1	i	i	1	i	i
- CCC1(c2ccccc2)NC(=O)N(CC(=O)N2CCN(S(=O)(=O)c3ccccc3)CC2)C1=O (stereo not given)
 : i	-5	i	i	-11	-6	i	i	1	i	i
- CCOc1ccc(C(=O)Nc2ccc3[nH]ncc3c2)cc1
 : i	-12	i	i	-6	-2	i	i	1	i	i
- Cc1cc(C)c(S(=O)(=O)NCc2ccncc2)c(C)c1
 : i	-4	i	i	-8	-5	i	i	1	i	i
- Cc1cc(NC(=O)CS(=O)CC(=O)Nc2c(C)cccc2C)ccc1-n1cnnn1 (stereo not given)
 : i	-3	i	i	-6	-3	i	i	0	i	i
- O=C(NCc1ccccn1)C1(C(F)(F)F)C/C(=C\CCO)CCCO1 (stereo not given)
 : i	0	i	i	-9	-2	i	i	4	i	i
- Cc1ccc(N=C2NC(=O)C(CC(=O)NCc3ccccc3)S2)cc1C (stereo not given)
 : i	2	i	i	-6	-8	i	i	0	i	i
- NC(=S)NNc1cccc(Cl)c1
 : i	-2	i	i	-7	0	i	i	-3	i	i
- Cc1ccc(-c2nn3c(C)nnc3s2)cc1NC(=O)C(C)C
 : i	4	i	i	-8	14	i	i	4	i	i
- COc1ccc(-c2nnn(CC(=O)N(CCCO)C(C(=O)NC3CCCC3)c3ccc(F)cc3)n2)cc1 (stereo not given)
 : i	-2	i	i	-4	-1	i	i	1	i	i

Grouped by structure: the compounds so far with two or more sulfur atoms (4)
Values run as follows: KCNK9 inh	GSK3A inh	KCNK3 block	RGS4 block	hERG rescue	Dyrk1A ADPGlo	KCNQ1 act	KCNQ1 block	GSK3beta inhib	RGS4 act	PolyA inhibitor
- COc1ccc(C(C)(C)C)cc1NC(=O)c1ccc2c(c1)SC1=NS(=O)(=O)CCN12
 : i	-1	i	i	-7	-7	i	i	2	i	i
- CCOC(=O)Cc1csc(NC(=S)NC(=O)c2ccc(F)cc2)n1
 : i	-2	i	i	1	6	8*	i	2	i	i
- CCS(=O)(=O)NC(C)C(c1cccs1)N1CCN(c2ccc(OC)cc2)CC1 (stereo not given)
 : i	2	i	i	-8	-2	i	i	3	i	i
- CCOC(=O)c1c(NC(=O)CSc2nnc(-c3ccco3)o2)sc(C)c1C
 : i	1	i	i	-5	-5	i	i	-3	i	i
